# Screening results: PubChem, NCI
# yeast mec2-1: NCI yeast anticancer drug screen, S. cerevisiae mec2-1 strain | growth inhibition, % at 50 µM | 79,000 compounds, 9% hits;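 further: 0% = growth of vehicle-only cultures of the same strain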
#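 Mutant yeast (mec2-1) grown with compound; growth inhibition relative to vehicle control reported.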
# yeast mlh1 rad18: NCI yeast anticancer drug screen, S. cerevisiae mlh1 rad18 strain. AID 175. 79,000 compounds, 11% hits. % growth inhibition at 50 µM;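 further: 0% = growth of vehicle-only cultures of the same strain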
#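 A repair-deficient yeast strain is exposed to test compound, and growth is scored relative to vehicle-treated controls.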
# sgs1 mgt1: NCI yeast anticancer drug screen, S. cerevisiae sgs1 mgt1 strain; % growth inhibition at 50 µM; 78,000 compounds, 10% hits; AID 161;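 further: 0% = growth of vehicle-only cultures of the same strain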
#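 Growth of a repair-deficient yeast mutant was monitored after compound treatment and expressed as inhibition relative to vehicle-treated cultures.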
# bub3: NCI yeast anticancer drug screen, S. cerevisiae bub3 mutant strain | growth inhibition, % at 50 µM | 78,000 compounds, 9.9% hits;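 further: 0% = growth of vehicle-only cultures of the same strain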
#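 Readout: yeast growth inhibition, expressed relative to vehicle-only wells. The test organism is a mutant strain from a panel with lesions in DNA repair or checkpoint genes.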
# cln2 rad14: NCI yeast anticancer drug screen, S. cerevisiae cln2 rad14 strain. growth inhibition, % at 50 µM. 78,000 compounds, 8.3% hits. AID 165;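 further: 0% = growth of vehicle-only cultures of the same strain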
#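 Test compounds were added to cln2 rad14 yeast cultures; inhibition of growth was then determined by comparison with vehicle treatment.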
# yeast rad50: NCI yeast anticancer drug screen, S. cerevisiae rad50 strain; growth inhibition, % at 50 µM; 79,000 compounds, 10% hits;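 further: 0% = growth of vehicle-only cultures of the same strain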
#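 Inhibition values express reduced yeast growth in compound-treated cultures relative to vehicle-treated controls.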
# An asterisk follows results filed as active; · = no result given; & = joins results of further samples; ! = a repeat was not active. No stated cut-off is given here; in the data, active means growth inhibition above about 70%; inactive means the rest.
no.	Structure	yeast mec2-1	yeast mlh1 rad18	cln2 rad14	yeast rad50	bub3	sgs1 mgt1
1	C=CC[N+](CC)(CC)CC	0	13	12	12	19	2
2	CCC1=CC(C=O)N(C(C)=O)c2ccccc21 (centres undefined)	8	-2	2	-3	2	7
3	O=C(OCc1ccccc1)N1CCCCC1	-3	-1	-13	8	22	5
4	CCCCCCCC/C=C\CCCCCCCC(=O)OCCN(CCOC(=O)CCCCCCC/C=C/CCCCCCCC)C(=O)COC(=O)CCCCCCC/C=C\CCCCCCCC	-12	11	-8	-9	-7	-24
5	CCCCOC(=O)C(CC)(CC)C(=O)OCCCC	-13	-1	-2	-3	24	25
6	O=c1[nH]nc(Cc2ccc(Cl)cc2)n1/N=C\CC/C=N\n1c(Cc2ccc(Cl)cc2)n[nH]c1=O	-1	-3	-4	-18	-13	-14
7	CCCCCCOC(=O)/C=C(/C)OCCCCCC	-27	11	5	-6	8	-7
8	O=c1[nH]c2cc(Br)c(Br)cc2c2ccc(Br)cc12	-4	5	1	43	6	14
9	[O-][N+](=Nc1ccccc1)c1ccccc1	1	24	-1	1	4	36
10	O=C1OC(c2cccc([N+](=O)[O-])c2)=N/C1=C\c1cccc2ccccc12	14	13	15	16	14	35
11	O=C(N[C@H]1CCC[C@H]1C(=O)Nc1ccc(C(F)(F)F)cc1)OCc1ccccc1	0	-44	6	3	13	-2
12	CC(=O)OCC(OC(C)=O)C(OC(C)=O)C(OC(C)=O)C(C=NN(C(C)=O)S(=O)(=O)c1ccc(/C=C2\NC(=O)N(C)C2=O)cc1)OC(C)=O (centres undefined)	-10&5	12&23	33&13	20&11	13&13	16&20
13	Cc1nc2ccc(S(=O)(=O)Nc3ccccc3Cl)cc2c(=O)n1NC(=O)CNc1ccccc1Cl	0	21	7	26	22	13
14	O=C(/C=C/c1ccc(Cl)c(Cl)c1)c1cccc(O)c(=O)c1	16	17	8	18	11	4
15	O=C(CCCCCC(=O)CC(=O)CCc1ccccc1)CC(=O)CCc1ccccc1	36	57	15	53	19	54
16	O=c1[nH]c2cc(Cl)c(Cl)cc2c2ccc(Cl)cc12	-6	-14	-38	12	-16	0
17	Cc1cc(C(C)(C)CC(=O)O)cc(C)c1C	37	56	44	61	54	28
18	c1cc(-c2ncc(-c3ccc4c(c3)CCCO4)o2)ccn1	16	1	8	-11	18	-2
19	CCC1(C)N=C(C)C(C)S1 (centres undefined)	-1	6	5	-8	-16	-14
20	CC(=O)Oc1c(I)cc(Cc2nc(C)oc2C)cc1I	-1	-5	1	-41	7	6
21	O=C1C(=O)c2c(ccc3ccccc23)-c2ccccc21	22	28	-17	12	32	-14
22	C[N+]1(CCC[N+]2(C)CCC3(CCCCC3)CC2)CCOCC1	0	17	-5	19	-2	11
23	CCN(CC)C(=O)c1ccc(Cl)cc1Cl	18	0	14	9	10	14
24	Cc1ccccc1N(C)S(=O)(=O)c1ccccc1[N+](=O)[O-]	-42	-10	-6	-12	20	8
25	COC(=O)C(=O)C(C(=O)C(=O)Nc1ccc(C)cc1)c1nc2ccc(C(=O)c3ccccc3)cc2[nH]c1=O (centres undefined)	-14	14	22	28	-10	15
26	O=S(=O)(/C=C/c1cccnc1)/C=C/c1cccnc1	-2	1	83*	-14	21	5
27	CCCc1ccccc1[N+](=O)[O-]	-15	-7	-4	0	9	-10
28	Cc1cc(O)c2c(c1)C(=O)C(c1c(C)cc3c(c1O)C(=O)C1OC1C3=O)=CC2=O (centres undefined)	76*	88*	79*	77*	79*	90*
29	N#CC(NCc1cccc(CNC(C#N)c2ccccc2)c1)c1ccccc1 (centres undefined)	8	-20	-16	-5	-29	-28
30	CCCC(=O)Nc1cc([N+](=O)[O-])ccc1O	90*	98*	97*	99*	95*	63

# Random excerpt: 2 compounds from above, in no set order.
no.	Structure	yeast mec2-1	yeast mlh1 rad18	cln2 rad14	yeast rad50	bub3	sgs1 mgt1
19	CCC1(C)N=C(C)C(C)S1 (centres undefined)	-1	6	5	-8	-16	-14
29	N#CC(NCc1cccc(CNC(C#N)c2ccccc2)c1)c1ccccc1 (centres undefined)	8	-20	-16	-5	-29	-28

# (cont.)
no.	Structure	yeast mec2-1	yeast mlh1 rad18	cln2 rad14	yeast rad50	bub3	sgs1 mgt1
31	Cc1ccc2c(N=Nc3ccc(C(=N)N)cc3)ccc(O)c2n1	99*	99*	98*	99*	99*	99*
32	CCCCOC(=O)/C=C/C(=O)N1CCN(C(=O)/C=C/C(=O)OCCCC)CC1	6	11	-14	13	7	17
33	CCOC(=O)CN1C(=O)/C(=C2\SC(=S)N(CC(=O)OCC)C2=O)SC1=S	10	9	8	19	-4	16
34	Cc1ccc(C)c2c1C1=C(CCCC1)S2(=O)=O	-5	7	-47	-3	-6	4
35	O=C1OC(=O)C2C3CC(C(Br)C3Br)C12 (centres undefined)	-14	22	-36	4	-1	8
36	CC(=O)c1cnn(C(N)=O)c1C	-18	-6	-47	-43	14	-24
37	CC(=O)CC(N)=O	-24	-1	12	-17	-11	11
38	CC(OC(=O)CCCCCCCCC(=O)OC(C)C(=O)OCCCl)C(=O)OCCCl (centres undefined)	-6	13	-15	4	-4	-1
39	CS(=O)(=O)c1ncc[nH]1	-9	-8	2	-22	-9	-20
40	N#C/C(=C\n1c(=S)[nH]c2ccccc21)c1nc2ccccc2s1	-4	37	-4	-3	4	-9
41	N#CC1C(=O)NC(=O)C(C#N)C1c1c(Cl)cccc1Cl (centres undefined)	93*	95*	48	96*	91*	94*
42	Cc1ccc(-c2ccccc2)cc1	26	15	11	18	18	14
43	CC1CN(CCCN)C(C)CN1CCCN (centres undefined)	-13	-24	-14	-14	-22	-16
44	CCOC(=O)c1nc2ccccc2nc1Nc1cc(OC)c(OC)c(OC)c1	-89	-42	-49	-71	-4	-37
45	COc1ccc(/C=N/NC(=O)NCCCN(C)C)cc1	-29	-8	-5	3	-24	-10
46	COC(=O)[C@@]12CN(C)[C@@H](C(C)(C)C)N1C(=O)OC2c1ccccc1 (some centres undefined)	-25	-8	-2	24	37	-23
47	CCCC(=O)OCC1OC(n2ccc(N)nc2=O)C(OC(=O)CCC)C1OC(=O)CCC (centres undefined)	-22	8	18	19	11	36
48	OC(c1ccccc1)C(Cl)c1ccccc1 (centres undefined)	-2	20	-14	1	-19	2
49	CCOC(=O)C(NC(=O)Cc1ccccc1)C(=O)OCC	10	-18	11	11	15	-1
50	O=C1C(O)=C(c2ccccc2)C12CSC1(CS2)C(=O)C(O)=C1c1ccccc1 (centres undefined)	-2	17	5	4	6	-13
51	CCCCCCCCCCOCCOCCOCCOCCCCC(O)CCCCCCCC1=C[C@H](C)OC1=O (some centres undefined)	-26	-53	-5	22	-34	-31
52	CCOC(=O)CCC(C(=O)OCC)c1nc2ccccc2[nH]c1=O (centres undefined)	12	14	-3	13	14	13
53	O=C(/C=C/c1ccccc1)n1nnc2cc(Cl)c(Cl)cc21	6	-2	-11	-6	-18	-13
54	C[N+](C)([O-])Cc1ccccc1C[N+](C)(C)[O-]	21	5	-27	22	8	12
55	O=C1C(=O)c2cccnc2-c2ncccc21	94*	92*	91*	91*	92*	93*
56	CC1(C)CCCC(OC(=O)c2ccc([N+](=O)[O-])cc2)C1 (centres undefined)	-18	-11	-2	10	8	-1
57	Cc1ccc(C)n1-c1ccsc1C(=O)NNC(=O)C(Cl)(Cl)Cl	-4	11	35	5	9	7
58	COC(=O)C1=CN=C(C(=O)OC)NN1	0	3	16	14	-4	-9
59	C/C=C/c1ccc(OCC)c(O)c1	-17	-8	-39	-1	-27	-29
60	CCCCCC[C@H](C/C=C\CCCCCCCC(=O)OC)OC(C)=O	-1&2	-23&9	74*!	-4&0	-26&4	-41&29
61	O=c1c(SCc2ccc(Cl)cc2)c(SCc2ccc(Cl)cc2)cnn1-c1ccccc1	-17	13	7	-6	-7	19
62	FC(F)(F)c1nc(-c2ccccc2)oc1Sc1nnc(Sc2oc(-c3ccccc3)nc2C(F)(F)F)s1	11	8	-1	-3	-1	15
63	O=C(O)C1NCCC1Oc1ccccc1 (centres undefined)	-4	3	-13	-4	-2	-16
64	Cc1cc(C)nc(NS(=O)(=O)c2ccc(NC(=O)c3cccc4c(Nc5ccc(S(=O)(=O)N=C(N)N)cc5)c5ccccc5nc34)cc2)n1	15	16	38	1	26	-10
65	O=C(NC1C=Nc2ccc([N+](=O)[O-])cc2NC1=O)c1cc(Cl)cc([N+](=O)[O-])c1 (centres undefined)	-1	11	-72	-4	1	7
66	CSc1nc(N)c2cn[nH]c2n1	-2	1	-2	4	15	-3
67	CC(=Nc1cccc(Cl)c1)c1ccncc1	-10	-11	-21	-44	-6	-25
68	CCc1cccc(C(C)CC)c1N=C(NC(=O)c1ccccc1C(=O)NC(=Nc1c(CC)cccc1C(C)CC)SC)SC (centres undefined)	-3	-5	6	-1	15	5
69	NC(=O)C1(NC2CCCCC2)CCN(Cc2ccccc2)CC1	-31	12	3	10	-8	-11
70	Cc1ccc2c(c1)C(=NCCCN=C1C(=O)Nc3ccc(C)cc31)C(=O)N2	-20	-38	·	-23	·	·
71	CC1CCCCN1C(=O)C(c1ccccc1)(c1ccccc1)c1ccccc1 (centres undefined)	-2	-10	-12	-5	-5	-5
72	COc1ccc(SSc2ccc(OC)cc2)cc1	-1	19	2	26	6	12
73	Cc1ccc(C2=C(c3ccccc3)C(Br)(c3ccc(C)cc3)C(c3ccccc3)=C2c2ccc(C)cc2)cc1	17	-16	24	-11	18	6
74	CN=NNc1ccc(C(=O)NC(C)C)cc1	-2	-15	-1	-4	-14	-8
75	CCOC(=O)SC1=NC(C)=CC(C)(C)S1	7	-5	-11	2	-4	19
76	Cc1cccc(NC(=S)N(CCC#N)C2CCCCC2)c1	-3	10	7	2	19	15
77	CCCCN(CCCC)S(=O)(=O)c1ccc(OCCOc2ccc(S(=O)(=O)N(CCCC)CCCC)cc2)cc1	-1	8	-12	11	-5	15
78	Cc1ccc2[nH]c3c(c2c1)CCCC3	-26	-5	-20	-2	4	15
79	CCN1c2ccccc2Sc2ccccc21	-14	-3	-12	3	-8	-10
80	COc1ncc(Br)cc1C(=O)NCCc1ccc(S(=O)(=O)NC(=O)NC2CCCCC2)cc1	96*	95*	96*	93*	94*	95*
81	C#C[C@@H](CCCC)OC(=O)N[C@H](C)c1ccccc1	50	16	-12	59	22	64
82	CCOC(=O)CNC(=O)CCC(=O)OC	-5	-9	-11	-11	6	17
83	CC(=O)Nc1ccc(S(=O)(=O)NN=C2CCC(C)CC2)cc1 (centres undefined)	-16	-13	-2	-17	-31	4
84	CCCCCCCCC(=O)NCc1ccco1	2	7	-20	5	-15	-3
85	COC(=O)C1CCC(=O)N1CN(C(C)=O)c1ccccc1 (centres undefined)	9	-31	9	10	-6	-14
86	CC(=O)N/N=C/C(C)(C)C(C)(C)/C=N/NC(C)=O	19	59	6	50	35	70*
87	O=c1/c(=C/c2ccco2)sc2nc3ccccc3n12	5	20	30	16	30	14
88	COC(=O)c1ncn(C2CCCCC2)c1O	7	-14	10	8	21	15
89	CC(=O)OCC1OC(n2cnc3c(N)ncnc32)C2OC(C)(C)OC12 (centres undefined)	-30	-13	1	11	-2	-19
90	NC(N)=N/N=C(\c1nc2ccc([N+](=O)[O-])cc2[nH]c1=O)C(O)c1ccc([N+](=O)[O-])cc1 (centres undefined)	-25	2	-24	-16	-7	-17

# The final 2 entries of the section before are carried over, then new ones follow.
no.	Structure	yeast mec2-1	yeast mlh1 rad18	cln2 rad14	yeast rad50	bub3	sgs1 mgt1
89	CC(=O)OCC1OC(n2cnc3c(N)ncnc32)C2OC(C)(C)OC12 (centres undefined)	-30	-13	1	11	-2	-19
90	NC(N)=N/N=C(\c1nc2ccc([N+](=O)[O-])cc2[nH]c1=O)C(O)c1ccc([N+](=O)[O-])cc1 (centres undefined)	-25	2	-24	-16	-7	-17
91	O=C(O)c1cccc(NC(=O)C(F)(F)F)c1	2	-2	-29	-1	-6	-19
92	Nc1ncnc2oc(-c3ccccc3)nc12	-1	14	-40	1	-4	-6
93	O=C1CC2C3CC4(OCCO4)C4C3CC2C14 (centres undefined)	2	6	9	8	2	3
94	COc1cc(C(=O)N(C)N(C)C)cc(OC)c1OC	-10	-6	11	7	-3	13
95	CCCCOc1ccc([N+](=O)[O-])cn1	-15	9	26	21	-8	3
96	OCc1ccc2ccc3ccc(CO)nc3c2n1	15	14	-25	14	15	6
97	CC1CCOCCCOC(=O)CCOCCC(=O)OCCCOCCCOC(=O)CCOCCC(=O)O1 (centres undefined)	2	-4	16	1	-6	5

# In the list so far, these contain a COOH group.
no.	Structure	yeast mec2-1	yeast mlh1 rad18	cln2 rad14	yeast rad50	bub3	sgs1 mgt1
17	Cc1cc(C(C)(C)CC(=O)O)cc(C)c1C	37	56	44	61	54	28
63	O=C(O)C1NCCC1Oc1ccccc1 (centres undefined)	-4	3	-13	-4	-2	-16
91	O=C(O)c1cccc(NC(=O)C(F)(F)F)c1	2	-2	-29	-1	-6	-19
